HCMV inh: human cytomegalovirus inhibition | HFF cells, HCMV-luciferase reporter, 72 h; stronger effect = lower value | activity change, negative = inhibition, % at 57.5 µM | hit rate 4.5% among 410,000; in the data active = activity change below about -60%; inconclusive = no clear call, values can overlap the other calls; inactive = above about -39%
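Screen run at 2 compound doses on HFFs infected with reporter HCMV, MOI 1 PFU/cell. Luciferase activity from cell lysates at 72 h post infection gave inhibition relative to buffer-only and Salinomycin wells.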
HCV inhibitor: inhibitors of hepatitis C virus infection; Huh7.5.1 HCVcc-Cre infection, luciferase reporter, 44 h; Potency, µM (series often up to 41.8 µM), without a hit: at the top dose activity change, negative = inhibition, actives largely listed as inhibitors; hit rate 3.4% among 340,000; AID 651820; also: potency is read from the fitted curve at half-maximal effect
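Infectious HCVcc-Cre (~0.5 moi) was added to cells just after compound, with cells seeded 4 h earlier at 1,000 per well. Luciferase activity after 44 h culture reported infection; substrate was incubated 15 min at room temperature before reading.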
AMA1 RON2 block: inhibitors of Plasmodium falciparum AMA1-RON2 interaction. AlphaScreen AMA1-biotinylated RON2 peptide binding. Potency, µM (highest dose often 58.2 µM), for inactives: top-dose activity change, negative = inhibition, most hits filed as inhibitors. hit rate 0.2% among 360,000. AID 720542;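 also: potency is read from the fitted curve at half-maximal effect; 0% = vehicle wells and -100% = peptide control; nearly all actives have a fitted effect of over 45% in size; some results filed as inactive show a strong effect at the top dose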
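AMA1 (3D7) with his tag at 25 nM final met compounds first, then biotinylated RON2 peptide at 25 nM; detection used donor plus acceptor beads, 10 µg/mL apiece, read by AlphaScreen after 30 min at room temperature.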
LmPK inh: LmPK (Leishmania mexicana) enzyme inhibition. purified LmPK, Kinase-Glo ATP luminescence, 1 h. hit rate 0.37% among 290,000. Potency, µM (series often up to 57.5 µM), inactives show top-dose activity change, negative = inhibition, actives largely listed as inhibitors. AID 1721; also: potency is read from the fitted curve at half-maximal effect
Target sequence (Q27686 whole entry, looked up): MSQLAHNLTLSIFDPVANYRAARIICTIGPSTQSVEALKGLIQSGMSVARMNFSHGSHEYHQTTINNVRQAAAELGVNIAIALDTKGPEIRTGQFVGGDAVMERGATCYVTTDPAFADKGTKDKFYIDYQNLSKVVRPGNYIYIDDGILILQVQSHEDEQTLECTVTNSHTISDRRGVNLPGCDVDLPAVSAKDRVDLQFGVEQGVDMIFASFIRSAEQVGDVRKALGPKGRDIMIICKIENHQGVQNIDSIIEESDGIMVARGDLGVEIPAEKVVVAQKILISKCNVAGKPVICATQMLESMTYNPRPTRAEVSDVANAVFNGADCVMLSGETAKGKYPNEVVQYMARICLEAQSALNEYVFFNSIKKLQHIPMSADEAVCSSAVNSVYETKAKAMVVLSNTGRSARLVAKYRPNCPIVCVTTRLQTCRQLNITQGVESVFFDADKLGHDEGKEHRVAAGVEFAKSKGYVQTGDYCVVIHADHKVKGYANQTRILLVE
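Screened at intermediate enzyme activity to detect both inhibitors and activators: LmPK at 0.1 nM, with a 0.5 nM enzyme column as activation reference. PEP 0.5 mM, ADP 0.1 mM; ATP detected by luminescence after 1 h.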
AmpC detergent: inhibitors of E. coli AmpC beta-lactamase with detergent; P00811; AmpC hydrolysis of nitrocefin, absorbance 480 nm, 0.01% Triton; Potency, µM (top dose mostly 114 µM), without a hit: top-dose activity change, negative = inhibition, usual class: inhibitors; hit rate 0.041% among 370,000; AID 485294;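 also: potency is read from the fitted curve at half-maximal effect; 0% = no-compound wells and -100% = no-enzyme wells; nearly all actives have a fitted effect of over 25% in size; some results filed as inactive show a strong effect at the top dose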
Target sequence (P00811 whole entry, looked up): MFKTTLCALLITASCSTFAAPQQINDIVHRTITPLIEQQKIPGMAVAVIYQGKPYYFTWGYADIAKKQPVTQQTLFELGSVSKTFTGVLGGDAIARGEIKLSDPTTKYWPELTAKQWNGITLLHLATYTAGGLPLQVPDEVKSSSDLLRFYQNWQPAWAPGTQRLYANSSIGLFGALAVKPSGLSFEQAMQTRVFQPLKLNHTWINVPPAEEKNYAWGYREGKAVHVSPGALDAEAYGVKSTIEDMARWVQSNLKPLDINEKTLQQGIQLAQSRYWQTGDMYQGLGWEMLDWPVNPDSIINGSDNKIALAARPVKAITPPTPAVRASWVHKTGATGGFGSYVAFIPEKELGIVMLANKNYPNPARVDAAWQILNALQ
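20 mM phosphate pH 7.0 + 0.01% (detergent screen) or 0.0001% Triton X-100; 5.3 nM AmpC reagent; cpd preinc 15 min RT; nitrocefin (800 uM stock) to start; A480 q20 s × 4 min; Activity was normalised to no-enzyme and no-compound control wells.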
AmpC inh no detg: AmpC beta-lactamase inhibition without detergent. P00811. AmpC nitrocefin hydrolysis, absorbance 480 nm, 0.0001% Triton. Potency, µM (highest dose often 57.1 µM), for the others: at the top dose activity change, negative = inhibition, usual class: inhibitors. hit rate 0.52% among 330,000;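 also: potency is read from the fitted curve at half-maximal effect; plate controls were no compound for no effect and no enzyme for full effect; nearly all actives have a fitted effect of over 20% in size; some results filed as inactive show a strong effect at the top dose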
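20 mM phosphate pH 7.0 + 0.01% (detergent screen) or 0.0001% Triton X-100; 5.3 nM AmpC reagent; cpd preinc 15 min RT; nitrocefin (800 uM stock) to start; A480 q20 s × 4 min; Activity was normalised to no-enzyme and no-compound control wells.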
TbPYK inhibitor: blocks Trypanosoma brucei pyruvate kinase; Q57TT1; TbPYK enzyme, Kinase-Glo Plus ATP luminescence, 45 min; Potency, µM (highest dose often 76.8 µM), for the others: at the top dose activity, negative = inhibition, hits mostly inhibitors; hit rate 0.12% among 410,000; AID 624173; also: potency is read from the fitted curve at half-maximal effect; nearly all actives have a fitted effect of over 50% in size
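T. brucei PYK with substrate was exposed to pin-transferred compounds across a concentration series, then started with 130 uM ADP (final). After 45 min at room temperature, Kinase-Glo Plus luminescence was read, normalized and curve-fitted.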
Numbers without * were called inactive; ? = inconclusive; . = not tested or not shown; & = joins results of further samples; [ ] = remark or other dose. Unless noted, calls follow the shape of the dose curve; as a rule, active = well fitted curve in the direction sought with a large enough effect; inconclusive = small, poorly fitted or top-dose-only effect, or another doubt; inactive = no such curve, though single readings can be large; an effect the other way counts as inactive or inconclusive. Unless noted, % is scaled to controls: 0 for no effect and ±100 for the full control effect. Rows were taken by chance; 7.5% or so of the library scored in one or more.

The opening 2 entries as a preview:
SMILES	HCMV inh	HCV inhibitor	AMA1 RON2 block	LmPK inh	AmpC detergent	AmpC inh no detg	TbPYK inhibitor
O=C(CSc1nnc(NC(=O)c2ccc3c(c2)OCO3)s1)NCc1ccco1	14	18%	-5%	-18%	3%	-20%	1%
O=Cc1cn(Cc2cccc([N+](=O)[O-])c2)c2ccccc12	?	-18%	-7%	-5%	-8%	-21%	6%

All compounds of this part (from the top)
SMILES	HCMV inh	HCV inhibitor	AMA1 RON2 block	LmPK inh	AmpC detergent	AmpC inh no detg	TbPYK inhibitor
O=C(CSc1nnc(NC(=O)c2ccc3c(c2)OCO3)s1)NCc1ccco1	14	18%	-5%	-18%	3%	-20%	1%
O=Cc1cn(Cc2cccc([N+](=O)[O-])c2)c2ccccc12	?	-18%	-7%	-5%	-8%	-21%	6%
Cc1ccc(NC(=O)CCc2c(C)nn(-c3ccc(N4CCCCC4)nn3)c2C)cc1	59	-4%	0%	0%	-1%	84%[activator]	0%
O=C(O)c1ccc(-c2ccccc2Cl)o1	33	7%	-1%	-11%	?	2%	4%
CCOC(=O)[C@]12Cc3c(cc(OC)c(OC)c3OC)[C@H]1N(Cc1ccccc1)C(=O)c1ccccc12	2	-29%	-4%	.	.	.	3%
COC(=O)c1cccc(C#CC(NP(=O)(c2ccccc2)c2ccccc2)c2ccccc2)c1 (stereo not drawn)	34	?	-24%	-3%	-1%	0%	-5%
Cc1cc(C(C)(C)C)oc1C(=O)N(CC(=O)NC1CCCC1)c1ccc(F)cc1	-38	?	-7%	3%	3%	59%	6%
CC(CNc1nc2ccccc2n2cnnc12)c1ccccc1 (stereo not drawn)	-13	?	6%	6%	-4%	18%	-10%
Cc1ccccc1C(=O)NNC(=S)NC(=O)c1ccccc1	18	?	61%[activator]	3%	?	-45%	-19%
COc1ccc(S(=O)(=O)N(C)C[C@H]2Oc3c(NC(=O)Nc4c(C)noc4C)cccc3C(=O)N([C@@H](C)CO)C[C@H]2C)cc1	48	8%	8%	.	.	131%[activator]	-5%
Cc1ccc(NC(=O)c2cc(S(=O)(=O)N3CCCCC3)ccc2N2CCOCC2)cc1S(=O)(=O)N(C)C	?	-19%	-10%	.	.	.	-1%
CC(C)c1ccccc1NC(=O)CCc1nc2ccccc2s1	-32	-1%	-2%	-3%	-3%	-26%	-20%
COc1ccccc1C(=O)NCc1nnc(SCC(=O)Nc2nccs2)n1C	79	7%	14%	0%	-2%	-16%	2%
COCCn1c(SCC(=O)Nc2cccc(F)c2)nc2c(c1=O)SCC2	-6	-12%	-7%	0%	-4%	-24%	9%
Cc1[nH]n(-c2ccccc2)c(=O)c1C(=O)c1ccc([N+](=O)[O-])cc1	-8	-11%	-9%	16%	-1%	-19%	3%

Arranged by formula weight (descending): part of the list above
SMILES	HCMV inh	HCV inhibitor	AMA1 RON2 block	LmPK inh	AmpC detergent	AmpC inh no detg	TbPYK inhibitor
Cc1ccc(NC(=O)c2cc(S(=O)(=O)N3CCCCC3)ccc2N2CCOCC2)cc1S(=O)(=O)N(C)C	?	-19%	-10%	.	.	.	-1%
CCOC(=O)[C@]12Cc3c(cc(OC)c(OC)c3OC)[C@H]1N(Cc1ccccc1)C(=O)c1ccccc12	2	-29%	-4%	.	.	.	3%
COc1ccccc1C(=O)NCc1nnc(SCC(=O)Nc2nccs2)n1C	79	7%	14%	0%	-2%	-16%	2%
Cc1cc(C(C)(C)C)oc1C(=O)N(CC(=O)NC1CCCC1)c1ccc(F)cc1	-38	?	-7%	3%	3%	59%	6%
Cc1ccccc1C(=O)NNC(=S)NC(=O)c1ccccc1	18	?	61%[activator]	3%	?	-45%	-19%
CC(CNc1nc2ccccc2n2cnnc12)c1ccccc1 (stereo not drawn)	-13	?	6%	6%	-4%	18%	-10%
O=C(O)c1ccc(-c2ccccc2Cl)o1	33	7%	-1%	-11%	?	2%	4%

Later entries
SMILES	HCMV inh	HCV inhibitor	AMA1 RON2 block	LmPK inh	AmpC detergent	AmpC inh no detg	TbPYK inhibitor
Cc1ccc(S(=O)(=O)c2c(O)c3ccc(C(=O)O)cc3[nH]c2=O)cc1	-33	25%	-2%	-7%	-4%	-3%	2%
COCc1nnc(NC(=O)c2ccco2)s1	34	19%	6%	0%	?	-9%	1%
CSCC[C@H](NS(=O)(=O)c1ccc(C)cc1)C(=O)N1CCC(C(=O)N[C@H](C(=O)O)c2ccccc2)CC1	-9	18%	10%	0%	?	-2%	-2%
CC(C)OC1CCCC(O)C1CC(=O)O (stereo not drawn)	-38	20%	-5%	-1%	-4%	-6%	-8%
CC1(C(=O)Nc2ccc(Cl)c(Cl)c2)CCN1C(=O)CCC1CCCC1 (stereo not drawn)	-13	.	10%	.	.	.	-2%
CC(=O)NN(O)C1N(C)C(=O)N(Cc2ccccc2)C1(C)C (stereo not drawn)	-4	28%	1%	.	.	.	-1%
O=C(CSc1nc2ccccc2n1S(=O)(=O)c1cccc([N+](=O)[O-])c1)NCCc1ccccc1	-34	-8%	-8%	6%	-17%	-20%	-1%
Cc1nnc2c(N(C)S(=O)(=O)c3ccccc3)nc3ccccc3n12	20	-1%	0%	-6%	?	-16%	3%
O=C(NC1Cc2ccccc2C1)c1cc(COc2cccc(C(F)(F)F)c2)on1	-1	-12%	14%	-4%	-8%	-30%	0%
COc1cc(OC)cc(-c2nc3ccccc3c(=O)n2OC(=O)c2ccc(Br)cc2)c1	-10	18%	19%	1%	-8%	-21%	-5%
C=CCN1C(=O)OC2(CCCCC2)C1(C)O (stereo not drawn)	24	4%	2%	-2%	2%	-9%	-6%
CCOC(=O)C1CCN(c2c(NCCCN(CC)Cc3ccccc3)c(=O)c2=O)CC1	-5	15%	-21%	-4%	0%	-15%	-7%
CCOC(=O)c1[nH]c(C)c(CCC(=O)Nc2ccc(N(CC)CC)cc2C)c1C	-12	.	.	.	23%	.	-9%
O=C(Cc1ccccc1)N/N=C/C=C/c1cccc([N+](=O)[O-])c1	9	12%	3%	3%	-2%	-8%	5%
CCNC(=O)CC1C(=O)N(CC)C(=S)N1NC(=O)c1ccccc1 (stereo not drawn)	-15	14%	58%[activator]	-6%	-8%	-14%	3%
CCOc1ccc(C(F)(F)F)cc1NC(=O)c1ccc(OC)c([N+](=O)[O-])c1	-31	-11%	2%	-1%	0%	-12%	-7%
Cc1nn(-c2ccccc2)c2sc(C(=O)OCN3C(=O)c4ccccc4C3=O)cc12	.	.	.	-2%	-9%	-16%	.
CCCCc1ccc(/C=C2\C(=O)ON=C2c2ccccc2)s1	-6	0%	3%	1%	?	-20%	0%
CC(=O)N1CCN=C1SCc1cccc(C)c1	-8	-15%	2%	-10%	-2%	-4%	2%
CC(=O)Nc1ccc(NC(=O)CSCCc2ccccn2)cc1	15	5%	-5%	2%	11%	-11%	-3%
O=C(O)c1ccccc1-c1ccccc1C(=O)NCc1cccnc1	?	11%	27%	9%	2%	-11%	-3%
COc1ccc(/C=N/OCC(=O)N=Nc2c(O)[nH]c3ccc(Br)cc23)cc1	?	?	17%	-1%	?	1µM*	2%
O=C(NCCN1CCOCC1)c1cccc(S(=O)(=O)N2CCCC2)c1	27	13%	0%	-1%	1%	-6%	-5%
c1cnc2c(C3NCCc4c3[nH]c3ccccc43)cccc2c1 (stereo not drawn)	.	16%	3%	8%	8%	-19%	9%
N=c1sccn1Cc1ccc(Cl)cc1Cl	-9	?	3%	4%	?	-18%	-6%
CC(NC(=O)c1ccccc1NC(=O)c1ccco1)C(=O)O (stereo not drawn)	-27	3%	-6%	1%	-13%	-18%	0%
Cc1c(Cl)cccc1NC(=O)CCCn1cnc([N+](=O)[O-])n1	-4	5%	-1%	9%	7%	-20%	-2%
O=C(COc1ccccc1)NC1CCSC1=O (stereo not drawn)	-28	-2%	0%	1%	3%	-22%	0%
CC(NC(=O)c1c(Cl)cnn1C)C1CCCO1 (stereo not drawn)	-20	3%	19%	-1%	0%	-11%	4%
Oc1ccc2c3c1O[C@H]1[C@@H](O)CC[C@@]4(O)[C@@H](C2)N(CC2CCC2)CC[C@]314	-13&-30	39%&18%[activator]	8%&9%	.	?	-20%&-18%	-6%&0%
CC(=O)c1cccc(NC(=O)C2(C)Cc3c(-c4cccc(C(F)(F)F)c4)ccnc3O2)c1 (stereo not drawn)	-15	.	-6%	.	.	.	-8%
CCOC(=O)CC(=O)CSc1[nH]c(=O)cc(C)c1C#N	28	4%	65%[activator]	0%	5%	.	-4%
CCOC(=O)[C@@H]1[C@H]2COc3cc(OC)ccc3[C@@H]2N2C(=O)N(c3ccccc3)C(=O)[C@@]12C	-7	-11%	-2%	.	.	-2%	32%[activator]
O=C(CSc1nnc(-c2ccncc2)o1)NCc1ccccc1Cl	-15	-11%	12%	0%	-3%	-19%	-3%
Cc1cc(C)c(NC(=O)c2cccc3c2C(=O)N(C2CCCCC2)C3)c(C)c1	.	?	4%	-6%	-8%	-11%	1%
Nc1ccccc1OCP(=O)(c1ccccc1)c1ccccc1	-2	?	-5%	5%	-15%	-13%	5%
COc1cc(C)nc(-c2csc(C)n2)n1	-86*	4%	4%	-3%	0%	-12%	0%
CC(=O)Nc1ccc(S(=O)(=O)N2C3CCCC2CC(NC(=O)C2CCCCC2)C3)cc1 (stereo not drawn)	30	7%	25%	8%	-3%	0%	6%
Nc1c(Br)cc(Br)c(N2CCCC2=O)c1Br	-8	-25%	6%	0%	-7%	-7%	-10%
COc1ccc(/C=C/c2noc(-c3ccccc3O)n2)cc1OC	64	.	.	.	-1%	.	0%
Cn1cc(S(=O)(=O)N2CCCCC2)cc1C(=O)Nc1cccc(C#N)c1	-14	.	.	.	17%	.	3%
CC(=O)NCCCc1nc2ccccc2n1Cc1ccccc1C	18	1%	3%	-5%	-13%	31%	-1%
CC(=O)Nc1ccc(Oc2ccccc2)cc1	-36	12%	3%	6%	1%	-8%	4%
CCCCn1c(SCC(=O)NCc2ccc(C)cc2)nc2c(sc3ccccc32)c1=O	-2	.	.	.	7%	.	-9%
